# dFosB activator = enhances mouse delta FosB homodimer DNA binding; purified delta FosB, TAMRA-CDK5 oligo fluorescence polarization; percent of positive-control signal above neutral wells; activation, % at 25 µM; actives 0.99% (n = 340,000);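 active = mean activation above about 17%, with every replicate also reaching it, limit read from the data, passing the limit was not always enough; inconclusive = only one of the two conditions met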;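 also: fluorescence polarization rise as delta FosB binds a TAMRA Cdk5 AP-1 oligo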
# Target sequence (P13346 whole entry, looked up): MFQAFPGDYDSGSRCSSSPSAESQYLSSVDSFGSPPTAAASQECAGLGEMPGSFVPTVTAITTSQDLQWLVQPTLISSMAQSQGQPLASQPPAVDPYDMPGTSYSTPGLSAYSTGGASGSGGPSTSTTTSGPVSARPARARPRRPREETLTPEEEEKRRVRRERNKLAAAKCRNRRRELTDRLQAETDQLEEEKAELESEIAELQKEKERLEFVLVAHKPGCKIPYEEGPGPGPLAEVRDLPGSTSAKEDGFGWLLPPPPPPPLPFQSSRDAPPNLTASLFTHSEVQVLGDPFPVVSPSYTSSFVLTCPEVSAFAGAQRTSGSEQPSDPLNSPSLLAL
# Rtt109 Vps75 = C. albicans Rtt109 histone acetyltransferase inhibition | inhibition, % at 34.9 µM | actives 0.16% (n = 330,000) | purified Rtt109/Vps75, ThioGlo CoA-SH fluorescence, 4 h;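 active = inhibition of at least 50% in every replicate; inconclusive = best replicate reaches 50% inhibition but some replicates fall short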
# Wnt bcat act = activators of Wnt/beta-catenin signaling; Wnt/beta-catenin reporter cell assay, activator, plate reader; activation, % at 9.35 µM; actives 1.2% (n = 300,000); AID 743398; in the data active = activation above about 30%, passing the limit was not always enough; inconclusive = no clear call, values can overlap the other calls;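 also: 0% = neutral control wells and 100% = positive control wells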
# CDK5 inh = blocks human CDK5/p35 kinase activity. Q00535+Q15078. Recombinant CDK5/p35, ADP-Glo luminescence, 60 min. inhibition, % at 10 µM. actives 0.01% (n = 330,000);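 active = highest replicate inhibition of at least 50% and at least 75% of replicates reaching 50%; inconclusive = only one of the two criteria met; inactive = both criteria failed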;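 also: plate controls were DMSO neutral control for no effect and GW8510 at 10 µM for full effect; many of its hits are not listed in these tables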
# Target sequence (Q00535 whole entry, looked up): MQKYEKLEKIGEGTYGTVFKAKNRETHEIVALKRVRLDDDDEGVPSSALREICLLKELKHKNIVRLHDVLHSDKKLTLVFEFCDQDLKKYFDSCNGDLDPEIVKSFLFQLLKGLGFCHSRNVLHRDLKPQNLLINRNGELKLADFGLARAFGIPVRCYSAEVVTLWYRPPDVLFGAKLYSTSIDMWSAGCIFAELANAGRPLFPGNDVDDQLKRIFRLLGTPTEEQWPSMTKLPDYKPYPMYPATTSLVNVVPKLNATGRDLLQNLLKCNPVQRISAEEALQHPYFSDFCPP
# Target sequence (Q15078 whole entry, looked up): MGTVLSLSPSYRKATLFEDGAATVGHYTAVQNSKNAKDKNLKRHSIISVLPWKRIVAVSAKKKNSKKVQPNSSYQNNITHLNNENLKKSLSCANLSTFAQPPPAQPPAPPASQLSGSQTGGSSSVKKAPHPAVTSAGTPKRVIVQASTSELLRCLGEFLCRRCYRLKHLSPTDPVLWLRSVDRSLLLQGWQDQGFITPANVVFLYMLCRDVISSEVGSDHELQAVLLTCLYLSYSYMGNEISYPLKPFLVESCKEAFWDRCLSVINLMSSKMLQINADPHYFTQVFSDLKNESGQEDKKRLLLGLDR
# SR-BI DiI-HDL act = SR-BI HDL lipid transfer activation. CHO ldlA[mSR-BI] cells, DiI-HDL uptake fluorescence, 3 h; 100 = double the neutral-control signal. activation, % at 12.5 µM. actives 0.096% (n = 320,000);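 active = mean replicate activation of at least 60% and every replicate at or above 60%; inconclusive = mean or all-replicate condition met, but not both; inactive = mean below 60% and not all replicates reaching 60%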;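 also: 0% = median plate neutral-control signal and 100% = twice that signal; values of inactives mirror those of a sister screen read the other way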
#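 Test system: SR-BI-overexpressing, LDLR-lacking CHO cells. Measured by: DiI fluorescence, bottom read. Medium: Ham's F12 with 0.5% BSA, HEPES 25 mM, pH 7.4. Timing: 3 h uptake period with compound, 37 °C.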
# RTF Ca sens act = cardiac RTF calcium sensitization. IANBD-labeled TnC RTF fluorescence at EC20 calcium; 0% EC20 calcium, 100% full calcium. activation, % at 7.2 µM. actives 0.24% (n = 340,000);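 active = activation above the mean over all tested compounds plus 3 SD, cut at about 30% in these data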;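 also: rise in fluorescence read as greater calcium sensitivity of cardiac thin filaments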
# SR-BI DiI inh = blocks mouse SR-BI lipid uptake from DiI-HDL | inhibition, % at 12.5 µM | Q61009 | ldlA[mSR-BI] CHO cells, DiI-HDL uptake fluorescence, 3 h | actives 0.96% (n = 320,000);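 active = mean replicate inhibition of at least 70% and a set share of replicates each scoring 70 or more; inconclusive = meets just one of the two criteria; inactive = fails both criteria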;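 also: 0% = median of neutral control wells and 100% = median of positive control wells; values of inactives mirror those of a sister screen read the other way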
# MITF TRPM1 HTS = MITF TRPM1 promoter activation in melanoma cells | activation, % at 12.5 µM | AID 588334 | SK-MEL-5 TRPM1-promoter luciferase, 24 h; % of positive control, neutral wells = 0 | actives 0.75% (n = 300,000);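 active = mean activation of at least 80% with every replicate also reaching 80%; inconclusive = mean reaches 80% but some replicate falls short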;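 also: 0% = neutral control wells and 100% = parthenolide positive control wells; values of inactives mirror those of a sister screen read the other way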
# HTR5A ag = counter-screen for OPRM1-OPRD1 agonists: human HTR5A agonism; P47898; HTR5A agonist assay, luminescence, cell-based; activation, % at 9.3 µM; actives 0.61% (n = 340,000); AID 504692; in the data active = activation mostly above about 9.5%, no sharp cut-off; inactive = mostly below about 7.6%;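 also: 0% = cells with vehicle only and 100% = reference agonist; strong numbers were not always called active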
# PvdQ acylase = blocks Pseudomonas aeruginosa PvdQ acylase activity | purified PvdQ acylase, fluorescence plate reader | inhibition, % at 10 µM | actives 0.063% (n = 340,000) | AID 488965; in the data active = inhibition above about 30%, passing the limit was not always enough; inconclusive = no clear call, values can overlap the other calls;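 also: 0% = vehicle neutral wells and 100% = reference inhibitor wells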
# An asterisk follows results filed as active; ? = inconclusive; nt = no result given.
Compound	dFosB activator	Rtt109 Vps75	Wnt bcat act	CDK5 inh	SR-BI DiI-HDL act	RTF Ca sens act	SR-BI DiI inh	MITF TRPM1 HTS	HTR5A ag	PvdQ acylase
CCOC(=O)[C@H]1[C@H]2COc3ccc(Br)cc3[C@@H]2N2C(=O)CN(Cc3ccc(Cl)cc3)C(=O)[C@@]12C	0	-10	0	0.7	-10	-9	3	1	1	-6
O=C(/C=C/c1ccccc1)N/C(=C/c1ccccc1)C(=O)N1CCCCC1	-11	6	-1	0.7	42	7	-42	nt	0	-5
Nc1ccc2nc3n(c(=O)c2c1)CCC3	-3	9	-2	0.1	10	-6	-10	nt	3	15
Cc1cccc(-c2nc(CS(=O)CC(=O)NCC3CCCO3)c(C)o2)c1 (stereo not drawn)	-7	2	1	-1.0	3	-3	-3	nt	-2	-7
O=C(NCc1ccc2c(c1)OCO2)c1cccs1	2	6	nt	-4.2	32	2	-32	-9	-1	-7
COc1cc(NC(=O)C/C(C)=N/NC(=O)C(=O)NCCO)c(OC)cc1Cl	0	-1	-4	1.7	0	-9	0	nt	1	0
CCCC(=O)c1cc(F)c(N2CCN(C(=O)OCC)CC2)cc1C	0	-5	-2	-1.3	4	2	-4	nt	2	-11
Cc1ccc(N2C(=O)[C@@H]3C(c4cccnc4)=NO[C@@H]3C2=O)c(C)c1	-1	-2	0	0.8	1	0	-1	4	-2	-9
CS(=O)(=O)N(CC(=O)N1CCN(c2ccccc2)CC1)c1ccc(Cl)c(C(F)(F)F)c1	-4	7	nt	3.3	14	2	-14	nt	3	-8
O=C(Cn1nc(-c2ccccc2)nc1-c1ccccc1)OC1CCCCC1	-4	-1	-6	0.3	-10	2	10	2	1	-9
CCOc1ccc(NS(=O)(=O)c2ccc(C(=O)N(C)Cc3cccc(OC)c3OC)cc2)cc1	3	16	-2	0.9	nt	0	42	-2	-5	-4
O=C(CN1CCC(C(=O)c2cccc(Cl)c2)CC1)Nc1ccc(C(=O)O)cc1	-8	17	1	-2.1	19	-5	-19	-6	2	14
CC(=O)c1sc(NC(=O)c2ccc(F)cc2)nc1-c1ccccc1	25*	-10	1	0.1	-54	1	54	51	0	-15
O=C1N(Cc2cccc(Cl)c2)C[C@@H]2C[C@@H](c3cccn3-c3ccccn3)N3CCC[C@@]123	-10	-16	0	0.6	11	8	-11	-4	1	-7
Cc1cc(NS(=O)(=O)c2ccc(CC(C)C)cc2)no1	1	-3	nt	0.5	26	-1	-26	-2	-3	-12
CCN=C1SC(CC(=O)NC(N)=O)C(=O)N1CC (stereo not drawn)	-5	-2	1	-0.3	10	-5	-10	-9	0	-15
COc1ccc(-n2c(C)cc(C(=O)Cn3c(NCCO)nc4ccccc43)c2C)cc1	-10	36	3	0.2	-2	-1	2	-9	3	-1
C(=N\c1nc2ccccc2n1Cc1ccccc1)/c1cccs1	-3	-4	nt	-1.4	17	0	-17	-9	14	0
CN(CCOc1ccccc1)C(=O)c1cc([N+](=O)[O-])cc([N+](=O)[O-])c1	-6	3	-1	-5.6	13	4	-13	-4	-7	-9
COc1ccc(N2CCN(C3CCCN(C(=O)CN4CCCC4=O)C3)CC2)cc1 (stereo not drawn)	1	14	-3	-0.6	19	0	-19	3	-6	-13
c1ccc(N2CCN(Cc3cn4ccccc4n3)CC2)cc1	-7	-4	-1	-3.8	23	0	-23	nt	-1	-8
N#Cc1ccc(C23CC4(C2)[C@H](CN(P(=O)(c2ccccc2)c2ccccc2)[C@@H]4c2ccccc2)C3c2ccc(Cl)nc2)cc1 (stereo partly drawn)	-6	-2	nt	-2.6	21	9	-21	-23	2	-4
N=c1n(CCCOc2ccccc2Cl)c2ccccc2n1CC(N)=O	-2	4	1	6.9	nt	3	nt	-33	nt	7
FC(F)(F)c1cccc(NC(=S)NCc2ccccn2)c1	-2	6	-2	0.6	10	10	-10	-5	-5	-15
CCOC(=O)C1CCCN(C(=O)/C=C/c2ccc([N+](=O)[O-])cc2)C1 (stereo not drawn)	-7	2	-1	0.9	10	7	-10	-5	-2	-6
O=C(NCCc1c[nH]c2ccccc12)c1ccc2c(c1)OCO2	-6	-3	-1	-0.7	-11	-7	11	68	2	-11
COc1ccccc1NS(=O)(=O)c1cc(N)ccc1N1CCCC1	-15	-1	-11	-0.3	-6	-3	6	-2	-2	-22
O=C(Nc1ccccn1)c1cccc(S(=O)(=O)N2CCCCC2)c1	-2	-4	nt	0.1	7	-4	-7	-2	1	-7
O=C(C1CCCCC1)N1CCN=C1SCc1cccc([N+](=O)[O-])c1	-10	27	-3	-0.2	-26	0	26	-5	-2	0
COC(=O)COc1ccc(C(=O)Cn2c(NCCCO)nc3ccccc32)cc1	5	4	-6	0.3	-11	3	11	0	-1	-10
COc1cccc(CN(C)C(=O)c2ccc(NS(=O)(=O)c3ccc(F)cc3)cc2)c1OC	-11	-46	0	-1.6	11	-4	-11	-6	0	-1
CC1=C(C(=O)Nc2ccccc2)C(c2ccc(C)cc2)N=C(Nc2nc3ccccc3o2)N1 (stereo not drawn)	42*	-10	nt	-0.7	-48	3	48	-23	3	-12
Clc1ccc2nc(CN3CCCCCC3)cn2c1	0	11	-3	-1.2	16	4	-16	nt	2	12
CC(Nc1nc(-c2ccncc2)nc2ccccc12)c1ccccc1 (stereo not drawn)	-12	-1	-2	0.2	-22	-6	22	9	3	2
c1ccc(C(c2c[nH]c3ccccc23)c2c[nH]c3ccccc23)nc1	-2	3	nt	-0.5	nt	-4	nt	-13	32*	-21
CC1(C)N=C(SCC(=O)Nc2ccc(Cl)cc2)C(c2ccc(Cl)cc2)=N1	4	?	0	-1.2	17	0	-17	3	-2	11
O=C(N/N=C/c1ccc(Cl)c([N+](=O)[O-])c1)C1CC1	3	1	0	2.0	31	1	-31	-2	-5	-9
CCOc1ccc(C(=O)NCC(=O)OCCN2C(=O)c3ccccc3C2=O)cc1OCC	-5	-10	-3	0.1	-33	-2	33	8	-2	-1
CC(=O)CC(C)(C)Nc1nc2cc([N+](=O)[O-])ccc2o1	2	8	17	-0.4	-5	8	5	5	5	-9
Fc1ccc(-c2nnc(-c3ccc(F)cc3)o2)cc1	0	1	-1	-0.3	27	0	-27	nt	-2	4
CC(C)(C)NC(=O)C[C@H]1C[C@H](C(=O)N2CCCCC2)[C@@]2(CCc3ccccc3)c3[nH]c4cc(-c5ccco5)ccc4c3CCN2C1=O	-18	3	-1	0.6	nt	-3	nt	9	-3	-11
Cc1nc(NS(=O)(=O)c2ccc(Cl)s2)c2c3c(sc2n1)CCCC3	-4	8	2	0.1	nt	-6	nt	-12	-2	9
Cc1cccc(-n2ncc3c2CCCC3NC(=O)Cn2cccn2)c1C (stereo not drawn)	-7	-7	2	-4.4	-3	3	3	-7	-4	-6
C(=C\c1ccc2ccccc2n1)/c1ccccc1	-12	-3	-15	7.2	-15	-9	17	-56	-4	3
COc1cccc(C2(CSc3nnc(-c4cc(OC)c(OC)c(OC)c4)o3)OCCO2)c1	-8	14	nt	-0.3	-19	1	19	-8	0	-10
Cc1cc(C)c(S(=O)(=O)N2CCN(C(=O)N3CCCCC3)CC2)c(C)c1	-3	26	-1	0.6	0	-4	0	17	2	14
O=C1OCC(CO)(CO)N=C1NNc1cc(Cl)ccc1Cl	1	6	19	0.8	20	-3	-20	nt	-3	5
COc1cccc(NC(=S)N(CCN(C)C)C(C)c2ccncc2)c1 (stereo not drawn)	5	-2	7	-0.1	9	-4	-9	5	3	-7
CCOC(=O)N1CCN(c2ncnc3scc(-c4ccc(Cl)cc4)c23)CC1	-8	4	nt	0.9	-48	-2	48	-29	1	9
O=C(O)C1CCCCC1C(=O)Nc1nc(-c2ccc(Cl)s2)cs1 (stereo not drawn)	0	?	nt	-0.7	11	10	-11	-6	2	7
CCN1CCN(S(=O)(=O)c2ccc3c(c2)OCCO3)CC1	9	-8	nt	0.0	20	-3	-20	4	5	22
O=C(O)c1ccc2c(c1)C(=O)N(Cc1ccc3c(c1)OCO3)C2=O	5	18	2	1.4	-18	5	18	-9	0	-7
CSc1cccc(NC(=O)C(=O)NCc2ccccc2)c1	-5	23	3	-0.4	12	nt	-12	nt	nt	5
CCn1c(SCC(=O)c2ccc(C)cc2)nnc1-c1ccoc1C	-1	8	4	1.8	-31	2	31	nt	0	-8
Cc1oc(-c2ccccc2)nc1C(=O)OCC(=O)NCc1ccc(Cl)cc1	2	-3	-1	-1.5	-7	3	7	-3	-1	-15
O=C(/C=C/c1ccco1)Nc1ccc2c(c1)OCCO2	-1	-2	0	0.9	-15	0	15	77	-4	-3

# Continued.
Compound	dFosB activator	Rtt109 Vps75	Wnt bcat act	CDK5 inh	SR-BI DiI-HDL act	RTF Ca sens act	SR-BI DiI inh	MITF TRPM1 HTS	HTR5A ag	PvdQ acylase
CCOc1ccc(N2CC(C(=O)Nc3ccc(F)cc3F)CC2=O)cc1 (stereo not drawn)	-7	-6	0	-6.7	18	-6	-18	-1	-1	-7
COc1ccc(Cl)cc1NC(=S)Nc1ccc(Cl)cn1	-2	nt	0	-1.6	-5	5	5	-23	2	-13
C=CCOc1ccccc1CNn1nnnc1N	-7	4	nt	0.2	16	1	-16	-9	-3	-10
Cc1cc(C)c(C)c(OCC(=O)N2CCN(c3ccccn3)CC2)c1	-13	5	-2	4.3	nt	-6	3	-5	1	8
Cc1cc(C)c2c(c1)c(C)cc1nnc(SCC(=O)c3cccs3)n12	11	-7	nt	0.6	0	-1	0	-6	2	-3
Cc1ccccc1NC(=O)CC1SC(=NC2CCCCC2)NC1=O (stereo not drawn)	-1	-4	-1	0.4	9	-5	-9	-5	-1	-12
CC1(C)CC(=O)C(C=NCCCN2CCOCC2)=C(O)C1	3	-1	nt	-0.4	6	-1	-6	3	2	1
CN(Cc1ccccc1)C(=O)Cn1c(=O)oc2cc(S(=O)(=O)NCc3ccccc3)ccc21	-1	3	-4	-1.3	-9	10	10	1	4	-15
CC1CN(S(=O)(=O)c2cccc(C(=O)NCC3COc4ccccc4O3)c2)CC(C)O1 (stereo not drawn)	-10	2	0	-0.9	nt	-1	12	-10	8	-15
CCCCn1nc2cc(C(=O)NCc3cc(C(F)(F)F)cc(C(F)(F)F)c3)ccc2c1OC	1	-9	-2	1.5	-56	-5	56	2	-1	-13
O=C1CC(c2ccccc2)CC(=NCCO)/C1=C(\O)CCCN1C(=O)c2ccccc2C1=O (stereo not drawn)	-9	3	-3	1.8	2	-3	-2	-2	0	3
